Bioassay records as filed in PubChem BioAssay.
AI-2 QS modul: Vibrio harveyi AI-2 quorum sensing modulation. Vibrio harveyi JMH597 AI-2 luminescence/OD600 ratio, 9 h; active compounds read low; strain lacks LuxN and CqsS sensors; 0 = neutral-control median. activity change, % at 7.5 µM. 300,000 compounds, 0.4% hits. AID 2094; in the data active = activity change below about -75%, passing the limit was not always enough; inconclusive = no clear call, values can overlap the other calls;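 also: luminescence divided by OD600 gain over 9 h not by final OD600 alone; inactives centre near 13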
SKKanGAS inh: inhibitors of SKKanGAS S. pyogenes growth in kanamycin (SK-promoter or general growth effect) | BacTiter-Glo, 6 h | inhibition, % at 7.5 µM | 300,000 compounds, 1.3% hits | AID 1662;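 active = mean replicate score, as percent of positive control median, at least 50; inconclusive = mean below 50 but one replicate at or above 50; inactive = mean and every replicate below 50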;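 also: strain carries kanamycin resistance gene driven by streptokinase promoter and grows in 40 µg/ml kanamycin; loss of luminescence reflects streptokinase promoter inhibition or plain growth inhibition; 0% = median of DMSO wells and 100% = positive control at its reference dose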
IEC-6 tox: IEC-6 cytotoxicity, counter-screen for KLF5 inhibitors. luminescence viability. inhibition, % at 5 µM. 290,000 compounds, 0.78% hits. AID 1825; in the data active = inhibition above about 22%;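 also: 0% = plate median of test compound wells and 100% = cytotoxic reference compound wells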
aSyn UTR inh: MLPCN primary screen, SNCA 5' untranslated region; inhibition, % (tested at 7.5 µM); alpha-synuclein 5'UTR reporter, inhibitor activity; 300,000 compounds, 0.82% hits; AID 1813; in the data active = inhibition above about 60%; inconclusive = no clear call, values can overlap the other calls;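 also: H4 neuroglioblastoma cells stably carrying SNCA 5'UTR luciferase fusion; 0% = DMSO wells and 100% = positive control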
HIF activator: HIF pathway transcriptional activation; U2OS HRE-luciferase reporter, luminescence; normalized: DMSO 0%, desferrioxamine 100%; activation, % at 7.5 µM (by protocol); 300,000 compounds, 0.32% hits;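 active = mean activation of at least 10% of the iron chelator positive control signal, with at least half of replicates also reaching 10%; inconclusive = mean and replicate majority disagree about reaching 10%; inactive = mean and most replicates under 10%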
HSP90 refold inh: inhibitors of HSP90 luciferase refolding in rabbit reticulocyte lysate. AID 1789. 290,000 compounds, 0.91% hits. luciferase refolding luminescence, 3 h. inhibition, % at 5.6 µM;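 active = inhibition above the screen-wide mean plus 3 SD, computed separately per campaign, cut at about 16% in these data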;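 also: 0% = DMSO wells and 100% = 60 µM geldanamycin wells; inhibitors lower the luminescence because luciferase stays unfolded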
HSF1 inh: HSF1 inhibition | activity change, negative = inhibition, % at 7.5 µM (by protocol) | 300,000 compounds, 0.77% hits | NIH3T3-HGL HSE-luciferase, MG132-induced, luminescence 8 h; active compounds read low;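 active = more than half of replicate wells show activity change below -50%, luminescence cut by over half; inconclusive = some wells, but at most half, below -50%; inactive = no replicate well below -50%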;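 also: luciferase reports HSF-1 transcriptional activity via heat shock element; 0% = median of DMSO wells and -100% = zero luminescence signal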
Platelet DG rel: modulates dense granule release in human platelets | AID 1663 | inhibition, %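 (compounds screened at 7.5 µM in platelet-rich plasma)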 | 300,000 compounds, 0.22% hits | human platelet-rich plasma, SFLLRN dense granule ATP release, luminescence;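 active = mean replicate score, as percent of positive control, at or above 50; inconclusive = mean below 50 but at least one replicate at or above 50; inactive = mean and every replicate below 50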
HSF-1 act: increases HSF-1 driven luciferase reporter signal; NIH3T3-HGL HSF-1 luciferase reporter, MG132, 8 h; 100% = twice DMSO control signal; activation, % at 9 µM; 300,000 compounds, 1.7% hits; AID 504408;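 active = mean replicate activation of at least 50% with a set share of replicates each reaching 50%; inconclusive = only one of those two conditions met; inactive = mean below 50% and too few replicates reaching it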;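 also: 0% = median of the neutral control wells and 100% = twice that signal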
KLF5 inhibitor: inhibitors of KLF5 expression; DLD-1 KLF5 promoter-luciferase reporter, luminescence; inhibition, % at 5 µM; 290,000 compounds, 0.23% hits; AID 1700;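 active = inhibition above a per-plate limit of that plate's mean compound inhibition plus 3 SD, cut at about 60% in these data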;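 also: 0% = DMSO wells and 100% = LY294002 at 200 µM; higher means less KLF5 promoter-driven luciferase light; inactives centre near -14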
Numbers without * were called inactive; ? = inconclusive; . = not tested or not shown.

SMILES	AI-2 QS modul	SKKanGAS inh	IEC-6 tox	aSyn UTR inh	HIF activator	HSP90 refold inh	HSF1 inh	Platelet DG rel	HSF-1 act	KLF5 inhibitor
N=C1CCC(=N)c2c1c(O)c1ccccc1c2O	10.0	9.1	-9.5	8.2	-0.5	5.1	8.6	1.4	7.5	-2.3
COc1ccc(C(=O)OC(C)C(=O)Nc2cc(C(F)(F)F)ccc2Cl)c(OC)c1OC (configuration not stated)	-5.2	0.3	2.5	10.0	-0.4	-0.7	4.6	3.2	28.8	-19.1
Cc1ccc(-c2csc(/C=C3\SC(C)C(=O)N3CC(=O)Nc3ccccc3F)n2)cc1 (configuration not stated)	16.0	-3.8	2.0	6.3	-0.7	3.3	-7.1	-21.0	-8.3	1.1
Cc1[nH]n(C(N)=S)c(=O)c1N=Nc1cccc([N+](=O)[O-])c1C	-5.5	6.4	5.2	-163.8	1.4	10.8	11.3	16.1	40.3	-151.4
COc1cccc(NC(=S)N(Cc2ccc(C)cc2)Cc2ccccn2)c1	9.7	0.4	0.0	-7.0	1.2	-0.8	16.2	-2.1	15.0	-11.9
COc1ccc2c(c1OC)C(=O)N1C2SC(C)(C)[C@H]1C(=O)NCC(C)C (some centres not stated)	7.5	3.0	2.0	12.1	-0.4	0.1	-7.3	24.3	8.8	-12.4
Cc1ccc2c(c1)NC(c1cccs1)C1=C(CC(C)(C)CC1=O)N2 (configuration not stated)	13.2	3.4	3.4	-48.8	1.2	-2.3	6.2	-19.3	19.4	-46.2
CC1(C)Cc2c(sc3nnn(Cc4ccccc4)c(=O)c23)CO1	4.8	6.5	-4.4	8.7	-0.4	-1.9	-2.9	4.0	9.3	7.9
Cc1ccccc1Cn1ccc(NC(=O)c2cc3nc(-c4ccco4)cc(C(F)(F)F)n3n2)n1	15.8	6.7	1.0	-30.3	-0.5	-0.2	-36.9	6.5	-34.2	-7.6
NS(=O)(=O)c1ccc2c(c1)C(=NO)c1cc(S(N)(=O)=O)ccc1-2	31.0	-4.0	-5.3	11.1	0.3	-2.9	-3.1	-2.4	4.7	-10.2
Cc1cccc2cc(CN(Cc3ccc(F)cc3)Cc3nnnn3C3CCCC3)c(=O)[nH]c12	19.7	8.4	-2.7	14.3	0.1	0.8	-0.2	-3.0	-3.5	-24.4
CCOC(=O)c1cnn(-c2cc(C(C)(C)C)nc3c(-c4ccccc4)c(C)nn23)c1N	0.9	10.0	-3.3	-6.5	-0.3	-5.0	-1.5	-1.3	-8.2	-5.8
CCOc1ccc(CCNC(=O)COC(=O)c2ccc(OC)c(OC)c2OC)cc1OCC	34.0	-6.2	3.5	1.6	0.6	5.3	-1.4	6.0	-2.8	1.9
Cc1ccc(C(N)=Nc2ccccc2)cc1	1.4	-2.4	3.4	-26.2	0.0	-1.1	-5.2	-8.6	14.0	-25.2
O=C(N/N=C/c1ccc(-c2ccc([N+](=O)[O-])cc2)o1)[C@H]1C[C@@H]1c1ccccc1	-2.2	18.3	-7.6	-5.2	0.0	7.6	12.8	-19.8	-12.4	-10.8
C/C(=N\NC(=O)c1nnn(-c2nonc2N)c1CSc1ccccc1)c1cccnc1	11.2	6.6	-1.4	8.5	-0.1	-3.8	-2.0	-3.3	-7.3	-12.0
COc1cccc(N2CC(C(=O)Nc3nnc(SCC(=O)Nc4ccc(NC(C)=O)cc4)s3)CC2=O)c1 (configuration not stated)	20.1	3.0	1.1	8.0	-0.1	2.1	-2.6	16.1	-6.7	-16.4
O=C(NCC1CCCCC1)c1cccnc1	-20.3	-8.4	0.9	-0.8	-1.4	-4.4	-0.5	-1.6	4.8	-8.1
Cc1nc(C(=O)N2CCc3c([nH]c4ccccc34)C2c2ccccn2)cs1 (configuration not stated)	12.3	-0.9	5.6	-16.7	1.3	-3.4	-2.8	3.6	8.8	-12.2
Cc1ccc(NC(=S)Nc2ccc3cn[nH]c3c2)cc1C	12.7	.	-4.9	-59.4	2.8	4.4	-16.6	-9.4	-7.7	-15.7
Cc1ccc(NC(=O)Cn2ccsc2=N)c([N+](=O)[O-])c1	26.0	1.6	-7.1	-0.1	-0.1	-0.7	2.9	2.4	7.2	-16.6
FC(F)(F)c1ccccc1C1=CC(c2ccccc2)n2ncnc2N1 (configuration not stated)	17.6	-1.1	.	5.2	-5.2	.	5.5	12.9	10.4	.
CCOc1ccc(S(=O)(=O)NCc2cccnc2)cc1C(C)C	18.9	1.2	-5.6	7.5	-13.4	-6.6	0.9	-2.4	13.5	-14.9
Cc1ccccc1NS(=O)(=O)c1ccc(C(=O)N2CCN(c3ccccn3)CC2)cc1	-1.2	3.7	-6.4	5.2	-1.3	0.6	-3.5	2.2	-5.5	9.2
COC(=O)C1=NNC2(c3ccc(Cl)cc3)C(=O)N(c3ccccc3)C(=O)C12 (configuration not stated)	7.0	4.8	-2.1	-2.7	1.5	-3.4	0.3	10.6	5.7	-3.5
COc1ccccc1OC(=O)c1cc(Cl)nc2ccccc12	12.7	4.5	-6.1	-15.4	-0.1	-1.9	.	3.2	.	-13.5
C/C(=N/NS(=O)(=O)c1cc(C)ccc1C)c1ccncc1	6.6	-6.2	1.2	9.4	-0.3	4.1	-0.3	6.0	-7.0	-10.3
CCOc1cccc(/C=N/NC(=O)C2CCCC2)c1O	11.6	24.8	-0.7	5.8	0.7	-0.4	0.8	-2.9	-5.2	-7.5
O=C(NCc1ccncc1)C1CCCN(S(=O)(=O)c2cc(Cl)ccc2Cl)C1 (configuration not stated)	14.2	-8.6	.	-13.8	0.3	.	-6.5	7.6	7.8	.
CC(C(=O)Nc1ccccc1Cl)c1ccc([N+](=O)[O-])cc1 (configuration not stated)	4.0	-0.7	1.0	22.6	-0.3	1.2	7.8	1.4	2.2	-4.7
CCCCCOc1ccc(C(=O)CCC(=O)Nc2ccc(NC(C)=O)cc2)cc1	28.0	9.4	0.2	-8.5	-0.4	4.0	-6.9	.	-12.1	-13.0
O=S(=O)(c1cnc(Cl)c(Br)c1)N1CCN(c2ncccn2)CC1	11.6	-1.5	1.0	-3.9	1.3	-0.1	-5.0	-1.2	-24.3	-12.9
COc1ccc(-c2csc3[nH]c(=S)n(-c4ccccc4)c(=O)c23)cc1OC	19.5	14.2	-3.3	4.4	0.2	3.7	-2.9	-0.5	4.4	9.2
CCOC(=O)C(C)Oc1cccc2c(=O)n(CC(=O)N3CCc4ccccc43)ccc12 (configuration not stated)	32.9	1.2	-5.7	-4.6	-0.4	-3.9	5.9	1.2	-2.6	-6.5
CC(NCc1ccc2c(c1)OCO2)C(=O)NC1CCCc2ccccc21 (configuration not stated)	56.0	3.0	-2.5	-10.2	0.0	-0.7	-8.2	38.9	6.9	-20.6
O=C(Nc1ccc(C(F)(F)F)cc1)c1cccnc1N1CCOCC1	29.7	0.8	1.3	-18.7	-0.3	-0.1	4.3	-6.4	-4.5	-16.0
Cc1ccc(/C=C2/C(=O)c3ccc(C(=O)O)cc3C2=O)o1	28.9	-0.3	-18.5	-27.4	0.2	22.4*	-0.8	12.4	1.9	-54.7
CSc1nnc2c(n1)OC(c1cccn1C)N(C(C)=O)c1ccccc1-2 (configuration not stated)	7.6	1.5	-3.8	10.5	-0.4	-2.2	-1.2	1.9	-4.9	-8.7
CC(C)(C)c1ccc(NC(=O)COC(=O)CCc2nc3ccccc3c(=O)[nH]2)cc1	19.1	1.4	-7.3	-10.3	0.3	-3.3	0.7	-24.1	-7.3	-54.5
CC1CCN(c2ccc(NC(=O)c3cccnc3)cc2)CC1	27.1	-12.4	2.3	-148.7	4.4	1.9	17.4	2.3	25.3	-68.9
CSc1nnc(-c2cc(-c3ccc(C)cc3)nc3ccccc23)o1	18.0	-3.8	-4.3	?	-0.6	-1.9	-10.1	0.3	6.8	-43.5
Cn1c(CCN2CCCCC2)nc2cc(NC(=O)COc3ccc([N+](=O)[O-])cc3)ccc21	16.0	-3.2	9.4	34.3	0.7	-1.9	5.4	-2.7	3.6	-3.1
Cc1ccc(C)c(S(=O)(=O)ON2C(=O)c3ccccc3C2=O)c1	43.9	.	0.1	-24.7	0.4	4.3	1.1	-2.1	3.5	-13.9
COc1ccc(C(=O)Nc2nc(CC(=O)NCCc3cccc(OC)c3)cs2)cc1	10.1	-2.2	.	-37.9	1.3	.	1.3	-3.3	13.4	.
COc1ccc(CNc2oc(-c3cccc4ccccc34)nc2C#N)cc1	5.6	22.6	-5.2	9.8	0.0	-3.2	-39.0	-0.3	-38.2	1.1
O=C(CC1SC(=Nc2ccccc2)N(CCO)C1=O)Nc1ccccc1 (configuration not stated)	26.1	-8.9	-2.9	13.3	0.2	-2.7	-8.4	-0.9	-1.5	-8.2
Cc1ccccc1Cn1cc(S(=O)(=O)c2ccc(C(C)C)cc2)c(=O)c2cc3c(cc21)OCO3	20.8	-8.6	.	46.8	-0.8	.	56.8	-0.3	78.0*	.
Cn1c(NC(=O)c2ccccc2NC(=O)C(C)(C)C)nc2ccccc21	10.4	9.2	-2.3	-2.4	0.3	0.1	?	-9.6	-61.7	3.8
CCOC(=O)N1CCN(c2c(N3CCN(c4cccc(C(F)(F)F)c4)CC3)c(=O)c2=O)CC1	35.0	6.6	4.1	18.2	-0.2	3.5	-1.5	-6.7	2.0	-18.3
Clc1ccc(-c2cnn3c(-c4ccncc4)ccnc23)cc1	24.9	-13.3	7.6	-17.4	2.0	0.4	-6.6	-1.7	-8.5	-108.2

More results follow:
SMILES	AI-2 QS modul	SKKanGAS inh	IEC-6 tox	aSyn UTR inh	HIF activator	HSP90 refold inh	HSF1 inh	Platelet DG rel	HSF-1 act	KLF5 inhibitor
O=C1OCCC1Sc1nc2ccccc2[nH]1 (configuration not stated)	-0.5	-4.8	4.8	14.8	-0.6	-3.1	-6.9	-8.0	-8.7	-26.9
COc1ccc(N2C(=O)CC(n3cnc4ccccc43)C2=O)cc1 (configuration not stated)	30.8	6.6	0.5	13.5	-0.5	-1.1	-3.0	-0.3	1.7	3.5
COc1cccc(S(=O)(=O)Nc2cccc(C(=O)N3CCOCC3)c2)c1	3.0	0.6	0.5	16.5	1.0	2.5	-4.0	-0.7	-20.5	-2.8
CCOc1cc(C(=O)Nc2cc(C)ccc2OC)ccc1OCC(=O)N1CCCCC1	18.8	3.2	7.3	5.1	.	4.2	-0.1	20.3	11.4	3.5
O=C(NCCc1ccccc1)c1cccnc1	33.5	-1.5	-0.6	-99.0	4.2	1.5	-5.9	-2.1	-21.9	-83.3
Cn1c(=O)oc2cc(S(=O)(=O)Nc3cccc(F)c3)ccc21	0.6	1.0	-1.8	-1.2	-0.2	-4.4	-1.3	-0.2	-1.9	-4.7
CC(C)(C)C(=O)C[n+]1ccccc1	-5.7	12.5	3.3	-19.7	-0.2	1.0	-16.7	1.1	-10.7	-3.5
